# TTR transcr act – TTR transcription activation, primary screen | AID 1117267 | activation, % at 16.7 µM | 92,000 tested, 1.3% active | SH-SY5Y TTR promoter Gaussia luciferase, luminescence; 100% = recombinant luciferase protein wells;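 active means activation above the mean of all tested compounds plus 3 SD, cut at about 9.5% in these data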;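 further: cells exposed to compounds for one day before reading; 0% = median of all test compound wells on the plate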
# Active calls of the source: *.
compound | TTR transcr act
CC(C)N(CC#CC(O)(c1ccccc1)c1ccccc1)C(C)C | 5.1
COc1ccc(C=O)cc1-c1cc(C(C)=O)c2n(c1=O)CCC2 | 0.5
COC(=O)N/N=C(\C)c1ccco1 | -0.6
CNc1nc(C)c(C#N)c(-c2ccccc2)c1C(C)=O | -3.8
Cc1cc(C(F)F)nn1CC(=O)NC1C(=O)N2C(C(=O)O)=C(CSc3nnnn3C)CSC12 (configuration not stated) | 0.4
COc1ccc(-n2c(C)cc(C(=O)CN3C(=O)NC4(CCc5ccccc54)C3=O)c2C)cc1 (configuration not stated) | -0.3
CN(C)c1nc(C(=O)OCCO)nc(N(C)C)n1 | 3.7
Cc1ccc(-c2cn3cc([N+](=O)[O-])ccc3n2)cc1 | -1.2

# (listing goes on)
compound | TTR transcr act
COC(=O)c1cc(S(=O)(=O)NCCc2ccccc2)c[nH]1 | 0.3
CC1(C(=O)OCC(=O)Nc2ccc3ccccc3c2)CC1(Cl)Cl (configuration not stated) | -4.8
Cc1nn(-c2ccccc2)c(Cl)c1/C=N/Nc1ccc(Cl)c(C(=O)O)c1 | 1.4
Fc1ccc(-c2cc(-c3nnc4n3CCCCC4)c3ccccc3n2)cc1 | 2.2
CN(C)Cc1cc2ccccc2c2c1COC2 | 12*
O=c1[nH]c(C2CCCN(S(=O)(=O)c3ccccc3)C2)nc2c1nnn2Cc1ccccc1 (configuration not stated) | 0.0
O=C(NCC1CCCN(C(=O)c2cccc(C(F)(F)F)c2)C1)c1ccc(F)cc1 (configuration not stated) | 0.8
O=C(NC1CCCC1)C(c1ccccc1)n1c(Cc2cc(F)cc(F)c2)nc2ccccc21 (configuration not stated) | 0.5

# Other compounds:
compound | TTR transcr act
CC(=O)Nc1ccc(S(=O)(=O)NC(C(=O)O)C2=CCC=CC2)cc1 (configuration not stated) | 5.6
CCOC(=O)C1=NNC(C(=O)OCC)C1c1ccccc1 (configuration not stated) | 0.5
O=S(=O)(Nc1cccc(-n2cnnn2)c1)c1ccccc1 | 4.6
CCOC(=O)COc1ccc(S(=O)(=O)N2CCN(c3ccc(F)cc3)CC2)cc1 | 1.0
O=C(O)c1cccc(Cn2c(Cl)c(/C=N/NC(=O)c3cc4ccccc4cc3O)sc2=O)c1 | -0.3
C=CCN(c1ccccc1)S(=O)(=O)c1cc(C(=O)NC2=NCCS2)ccc1Cl | -1.7
CCC(C(=O)OCC(=O)Nc1cc(Cl)cc(Cl)c1)c1ccccc1 (configuration not stated) | -1.6
O=C(/C=C/c1ccccc1)CCN1CCOCC1 | -3.8

# (continued)
compound | TTR transcr act
COC(=O)c1cnc(N2CCCN(S(=O)(=O)c3ccc(C(F)(F)F)cc3)CC2)nc1C(F)(F)F | 4.9
CSC(=S)N/N=C/c1ccc(N(C)C)cc1 | 5.8
O=C(NCC1CCCO1)C(=O)c1c[nH]c2ccccc12 (configuration not stated) | 0.8
CCOc1ccccc1N1CCN(C(=O)c2ccc3[nH]c4c(c3c2)CCCC4)CC1 | 2.5
Cc1cc(C)c2[nH]c(O)c(N=NC(=S)NCC3CCCO3)c2c1 (configuration not stated) | 1.3
CCCN=C1N(C)C[C@@H]2[C@@H]3C(=O)N(C)C(=O)[C@@H]3[C@](C)(C(=O)OC)N12 | 0.2
Cc1cc(NC(=O)c2ccc(C#N)cc2)on1 | -0.2
O=C(O)c1ccc(NC(=O)c2cc3ccccc3o2)cc1 | 5.5

# (cont.)
compound | TTR transcr act
C=CCNC(=S)NNC(=O)c1ccc(OCCCC)cc1 | 0.4
Cc1ccccc1C(=O)OC(C)CN1CCOCC1 (configuration not stated) | 2.4
C=CCNC(=O)COC(=O)c1cc(S(=O)(=O)N2CCOCC2)ccc1N1CCCCC1 | 3.5
COC(C(=O)NNC(=O)Cc1ccc(Cl)cc1)c1ccccc1 (configuration not stated) | 5.2
CCC(C)NC(=O)C(Cc1ccccc1)NS(=O)(=O)c1ccc2c(c1)CCC(=O)N2 (configuration not stated) | 4.8
CC(=O)/C(=N\Nc1ccccc1)Sc1cccc2cccnc12 | -0.3
Cn1c(NC(=O)c2ccco2)cc(=O)n(C)c1=O | 1.6
CCS(=O)(=O)N1Cc2cc(C(=O)NCCOC)nc(-c3cccc(-c4ccncc4)c3)c2[C@H]1CCO | 0.1

# Random excerpt: six compounds from above
compound | TTR transcr act
C=CCNC(=O)COC(=O)c1cc(S(=O)(=O)N2CCOCC2)ccc1N1CCCCC1 | 3.5
CC(=O)/C(=N\Nc1ccccc1)Sc1cccc2cccnc12 | -0.3
CCS(=O)(=O)N1Cc2cc(C(=O)NCCOC)nc(-c3cccc(-c4ccncc4)c3)c2[C@H]1CCO | 0.1
C=CCNC(=S)NNC(=O)c1ccc(OCCCC)cc1 | 0.4
Cc1ccccc1C(=O)OC(C)CN1CCOCC1 (configuration not stated) | 2.4
COC(C(=O)NNC(=O)Cc1ccc(Cl)cc1)c1ccccc1 (configuration not stated) | 5.2

# New compounds follow
compound | TTR transcr act
CC(=O)N1c2ccc(S(=O)(=O)NCCC(=O)Nc3ccc(F)cc3C)cc2CC1C (configuration not stated) | -0.1
Cn1c2c(c3cc([N+](=O)[O-])ccc31)CCCC2 | 3.9
Cc1cc(C(=O)OCC(=O)Nc2cccc(S(N)(=O)=O)c2)c2ccccc2n1 | -0.7
CN1CCCN(C(=O)c2ccc(Cl)s2)CC1 | -1.6
O=c1c(-c2nc3ccccc3s2)cccn1Cc1ccc(Cl)c(Cl)c1 | -1.4
Cc1cc(C=C(C#N)C#N)c(C)n1-c1ccccc1 | 2.3
CN(C(=O)c1cccc(NC(=O)Cc2ccc(NC(=O)C3CCCN(S(=O)(=O)c4cccc([N+](=O)[O-])c4)C3)cc2)c1)C1CCCC1 (configuration not stated) | -1.7
CC(=O)c1cccc(N(C(=O)c2csnn2)C(C(=O)NC2CCCC2)c2ccccc2)c1 (configuration not stated) | 0.2

# The results go on.
compound | TTR transcr act
CN(C(=O)c1cccc(NC(=O)Cc2ccc(NC(=O)C3CCN(C(=O)C4CC4)CC3)cc2)c1)C1CC1 | 0.1
COc1ccc(CCNS(=O)(=O)c2ccc3[nH]c(=O)[nH]c3c2)cc1 | 3.8
COc1ccc(-c2noc(CCC(=O)N3CCN(c4ccccc4)CC3)n2)cc1 | 2.4
C#Cc1cccc(-n2nnc(C(C)=O)c2C)c1 | -1.1
CC(C)c1ccc(OCC(=O)NCc2ccccc2)cc1 | 0.4
Cc1c(Cl)cccc1NC(=O)CSc1ncnc2c1cnn2CCO | 0.1
O=C(COC(=O)c1ccccn1)c1ccc([N+](=O)[O-])cc1 | -0.1
CC1CN(C(=O)CSc2nnc(CNC(=O)c3ccc(S(=O)(=O)N(C)C)cc3)o2)CC(C)O1 (configuration not stated) | 0.4

# (continued)
compound | TTR transcr act
NC(=O)CCC(NS(=O)(=O)c1ccc(Cl)cc1)C(=O)NCc1ccccc1 (configuration not stated) | -1.1
O/N=C(\c1ccccc1)C(O)c1ccccc1 (configuration not stated) | -0.6
CCOC(=O)C1=C(c2ccc(OC)cc2)OC(N)=C(C#N)C1c1cccnc1 (configuration not stated) | -0.6
CC(C)C(=O)NNc1ccc(C(F)(F)F)cn1 | 0.3
O=C(Nc1cccnc1)c1cnn2c(C(F)F)cc(C3CC3)nc12 | 1.2
C[C@H](NC(=O)OCc1ccccc1)C(=O)NNC(=O)[C@H](Cc1ccccc1)NC(=O)OC(C)(C)C | -3.0
COC(=O)c1cc(C(=O)c2ccccc2)n2c(=O)/c(=C\N(C)C)sc12 | -0.2
CC1(C(=O)NS(=O)(=O)c2cccc(F)c2)CCN1C(=O)Cc1cccs1 (configuration not stated) | 1.8

# (more compounds)
compound | TTR transcr act
Cc1[nH]nc(SCC(=O)NCc2ccccc2)c1[N+](=O)[O-] | 3.5
O=[N+]([O-])c1ccc2c3n([n+]([O-])c2c1)CCN=C3c1ccc(Cl)cc1 | -0.4
Cn1c(SCC(=O)N2CCCC2=O)nc2ccccc2c1=O | -1.1
CCCCNC(=O)C(=O)N/N=C/c1ccc(C(=O)OC)cc1 | 0.6
CC[n+]1c(/C=C/N(C)c2ccccc2)oc2ccc(F)cc21 | -0.1
CSc1cccc(NC(=S)N(CCN(C)C)C(C)c2ccncc2)c1 (configuration not stated) | -1.4
CCCC(=Nc1ccc(N)cc1)C1=C(O)C(C(=O)OC)C(C)(C)CC1=O (configuration not stated) | -0.8
Cc1noc(C)c1NC(=O)N(C)C[C@H]1Oc2c(cccc2N(C)C)C(=O)N([C@H](C)CO)C[C@@H]1C | 1.9

# (listing goes on)
compound | TTR transcr act
CC(C)c1ccc(C2(C)NC(=O)N(CC(=O)NC3(C#N)CCCC3)C2=O)cc1 (configuration not stated) | -0.8
COc1ccc(NC(=O)C2CCCN(S(=O)(=O)c3c(C)n[nH]c3C)C2)cc1OC (configuration not stated) | -0.9
CC(=O)Nc1ccc2c(c1)nc1n2CCSC1 | 5.1
CC(=O)N(CN1C(=O)CCC1=O)c1ccc(Cl)c(Cl)c1 | -1.3
CC(C)CN1C(=O)c2ccc(C(=O)Nc3ccccn3)cc2C1=O | -0.6
COc1cc(C(=O)OCCCOC(=O)c2cc(OC)c(OC)c(OC)c2)cc(OC)c1OC | -1.0
CCC1=C(OC(=O)N(CC)CC)N2C(=O)OC(=NCC3CC3)[C@]2(C)[C@H]2C1=CC[C@H]1C(=O)N(CC)C(=O)[C@H]12 | 5.0
O=C(O)c1ccc(NS(=O)(=O)Cc2ccc(Cl)c(Cl)c2)cc1 | -0.4

# TTR transcr act: hit marks shown above
compound | TTR transcr act
CN(C)Cc1cc2ccccc2c2c1COC2 | 12*

# Continuation:
compound | TTR transcr act
CC(=O)N1CCN(C(C)=O)c2ccccc21 | -0.3
COC(=O)c1sc(N)nc1C(C)(C)C | -0.7
Cc1ccc(-c2nc(C(=O)NCCCN3CCOCC3)cc3c2[nH]c2ccccc23)cc1 | -1.6
CCOC(=O)[C@]12CCCC=C1N(CCc1ccc(OC)c(OC)c1)C(=O)[C@H](CC(=O)N1CCCC1)C2 | -0.6
CCOc1ccc(CCN2C(=O)CCC2(C)C(=O)NC(C)CC)cc1OCC (configuration not stated) | 1.3
CCCCN(C(=O)NC(=O)Nc1cc(C)ccc1C)S(C)(=O)=O | -0.5
CC1(NC(=O)CCS(=O)(=O)c2ccc(Cl)cc2)CCS(=O)(=O)C1 (configuration not stated) | 1.7
CC1OC(OCC2OC(Oc3c(-c4ccc(O)cc4)oc4cc(O)cc(O)c4c3=O)C(O)C(O)C2O)C(O)C(O)C1O (configuration not stated) | 2.2

# Carrying on.
compound | TTR transcr act
CC(=O)NN=C(C)c1ccc(NC(=O)C2CC2)cc1 | 1.9
COc1ccc2nc(SCC(=O)Nc3nccs3)[nH]c2c1 | 2.9
COc1ccc(C)c(S(=O)(=O)Nc2ccc(OCC(=O)O)cc2)c1 | -1.2
COc1ccc2[nH]c(C(=O)O)c(CCN3C(=O)c4cccc([N+](=O)[O-])c4C3=O)c2c1 | 1.2
C=CCSc1nc2ccccc2c2nc(-c3ccccc3)nn12 | 8.7
COc1ccccc1Cc1c(-c2ccc(OC)c(OC)c2)nc2c(C)cc(Br)cn12 | -0.2
CC1CCN(c2c(NCC3CCC(C(=O)Nc4ccccn4)CC3)c(=O)c2=O)CC1 (configuration not stated) | 0.8
O=C(/C=C/c1cccs1)c1cc(Cl)ccc1O | -2.2

# (listing goes on)
compound | TTR transcr act
O=C(CCC1CCN(Cc2ccccc2Cl)CC1)NC1CC1 | -1.0
COCC(=O)N(C)C[C@H]1Oc2ncc(Br)cc2C(=O)N([C@@H](C)CO)C[C@H]1C | 2.8
Cc1cc(CN2CCCC(C(=O)Nc3ccc(-c4nc5ccccc5[nH]4)cc3)C2)n[nH]1 (configuration not stated) | 1.3
Cc1cc(C)n2nc(SCc3cccc(F)c3)nc2n1 | 3.9
COc1ccccc1NC(=O)c1c(NC(=O)CCC(=O)O)sc2c1CCCCC2 | -0.2
O=c1cc(-c2ccco2)oc2c1ccc1ccccc12 | -0.2
NC(=O)CC(NC(=O)Cc1ccc(Br)cc1)c1ccc(NC2CCCC2)c([N+](=O)[O-])c1 (configuration not stated) | 1.5
COc1ccc(NC(=O)c2cccc(S(=O)(=O)N3CCOCC3)c2)cc1 | -2.4

# 2 entries from above, with the structure last:
TTR transcr act | Compound
-0.2 | COc1ccccc1NC(=O)c1c(NC(=O)CCC(=O)O)sc2c1CCCCC2
-2.4 | COc1ccc(NC(=O)c2cccc(S(=O)(=O)N3CCOCC3)c2)cc1

# (continued)
compound | TTR transcr act
Nn1c(SCc2ccccc2)nnc1-c1ccco1 | 1.2
Cc1ccc(S(=O)(=O)N2CCN(c3ccccn3)CC2)cc1 | 0.1
O=C(Nc1cccc(S(=O)(=O)N2CCOCC2)c1)c1c2c(nc3ccccc13)CCC2 | -1.2
CC(C)C(N)c1csc(NC(=O)Nc2ccc(OC(F)(F)F)cc2)n1 (configuration not stated) | -5.6
C/C(=N\Nc1ccc(S(=O)(=O)N2CCCCC2)cn1)c1cccc(Br)c1 | -0.9
CN(Cc1nc(-c2ccccn2)no1)S(=O)(=O)c1ccc(Cl)cc1 | -1.3
c1ccc2c(c1)CC(N1CCCCC1)c1ccccc1S2 (configuration not stated) | -1.0
Cc1ccc(C(=O)Cn2ncsc2=N)cc1 | -0.9

# Further structures follow.
compound | TTR transcr act
C/C(=N\NC(=O)c1ccc(N/N=C(\C)c2ccncc2)cc1)c1ccncc1 | -2.4
Cc1ccc(CS(=O)Cc2ccc(C(=O)NCc3ccc(OC(C)C)cc3)o2)cc1 (configuration not stated) | -1.2
CC(=O)NC(=S)NNC(=O)C(c1ccccc1)c1ccccc1 | 6.6
CC1CN(C(=O)c2ccccc2OCc2ccccc2Cl)CC(C)O1 (configuration not stated) | -1.0
O=C(Nc1ccc(Cl)cc1)C1=Cc2cc(Cl)ccc2OC1 | 0.3
CCOC(CNC(=O)c1cccn2c(=O)c3cc(Cl)ccc3nc12)OCC | -1.2
O=C1c2ccccc2C(O)N1Cc1cccs1 (configuration not stated) | -2.7
Cc1ccc2cc(/C=N/Nc3nc4ccccc4[nH]3)c(Cl)nc2c1 | -2.2
COC(=O)CCCc1nc2ccccc2s1 | -4.3

# This is a subset (hit frequency here may not be typical).
